From PubChem
PLK1 PBD block = inhibitors of human PLK1 polo-box domain binding; P53350; AID 720504; hit rate 2.8% among 360,000; Potency, µM, for the others: max response, negative = inhibition, hits mostly inhibitors; Plk1 PBD binding of FITC phosphopeptide, fluorescence polarization; also: potency is read from the fitted curve at half-maximal effect; series mostly up to about 57 µM; % is scaled to controls: 0 for no effect and ±100 for the full control effect; nearly all actives have a fitted effect of over 65% in size
Target sequence (P53350 whole entry, looked up, the tested form may be a part): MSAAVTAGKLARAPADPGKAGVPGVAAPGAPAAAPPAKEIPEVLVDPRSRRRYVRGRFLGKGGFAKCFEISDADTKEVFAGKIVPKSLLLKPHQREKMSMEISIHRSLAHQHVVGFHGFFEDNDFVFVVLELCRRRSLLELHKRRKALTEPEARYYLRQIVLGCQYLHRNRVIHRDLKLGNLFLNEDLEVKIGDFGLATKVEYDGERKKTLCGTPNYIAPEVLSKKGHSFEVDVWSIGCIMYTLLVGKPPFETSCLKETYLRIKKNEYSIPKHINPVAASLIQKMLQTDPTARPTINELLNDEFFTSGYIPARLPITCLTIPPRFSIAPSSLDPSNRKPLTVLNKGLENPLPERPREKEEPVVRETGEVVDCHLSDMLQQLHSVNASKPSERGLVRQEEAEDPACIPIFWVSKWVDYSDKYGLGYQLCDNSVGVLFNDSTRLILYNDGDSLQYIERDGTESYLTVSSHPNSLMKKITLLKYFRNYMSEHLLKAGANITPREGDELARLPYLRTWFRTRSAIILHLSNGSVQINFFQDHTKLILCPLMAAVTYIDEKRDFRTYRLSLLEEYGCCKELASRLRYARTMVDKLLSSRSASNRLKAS
EPAC2 antag = blocks human EPAC2 exchange factor | EPAC2 GEF exchange of Rap1B-BODIPY-GDP, fluorescence | Potency, µM (doses to about 114 µM), for inactives: top-dose activity, negative = inhibition, hits mostly inhibitors | hit rate 0.18% among 360,000 | AID 720708; also: potency is read from the fitted curve at half-maximal effect; % is scaled to controls: 0 for no effect and ±100 for the full control effect; nearly all actives have a fitted effect of over 45% in size; many of its hits are not listed in these tables
PI5P4K alpha inh = PI5P4K alpha (human) kinase inhibition. P48426. PI5P4Kalpha enzyme, ADP-Glo luminescence, 60 min; active compounds read low. max response, %. hit rate 1.2% among 330,000; active = max response of -50% or lower; inconclusive = between -30% and -50%; inactive = -30% or higher; also: value at the top dose of about 77 µM; % is scaled to controls: 0 for no effect and ±100 for the full control effect
Target sequence (P48426 whole entry, looked up): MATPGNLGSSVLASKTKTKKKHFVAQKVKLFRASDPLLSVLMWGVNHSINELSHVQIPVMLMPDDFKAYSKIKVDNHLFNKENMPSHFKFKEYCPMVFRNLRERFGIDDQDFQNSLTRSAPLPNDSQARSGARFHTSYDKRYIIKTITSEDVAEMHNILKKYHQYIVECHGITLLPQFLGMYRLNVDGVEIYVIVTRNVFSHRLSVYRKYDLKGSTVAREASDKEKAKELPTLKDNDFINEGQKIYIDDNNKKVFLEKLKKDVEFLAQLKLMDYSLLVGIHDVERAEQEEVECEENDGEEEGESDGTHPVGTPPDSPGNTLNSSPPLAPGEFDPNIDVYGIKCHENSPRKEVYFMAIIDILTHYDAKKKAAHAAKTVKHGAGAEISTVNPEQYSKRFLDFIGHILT
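Enzyme plus substrate dispensed, test compounds pinned in, then ATP (5 microM final) added. After 60 min at RT, ADP-Glo reagent 1 for 45 min and reagent 2 for 30 min preceded luminescence imaging.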
MmCpn inh = blocks the Methanococcus maripaludis chaperonin Mm-Cpn; hit rate 0.031% among 330,000; Potency, µM (top dose mostly 76.9 µM), inactives show top-dose activity, negative = inhibition, usual class: inhibitors; purified Mm-Cpn ATPase, ADP Transcreener TR-FRET; AID 504842; also: potency is read from the fitted curve at half-maximal effect; % is scaled to controls: 0 for no effect and ±100 for the full control effect; nearly all actives have a fitted effect of over 80% in size
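Inhibition of chaperonin ATP hydrolysis is measured as reduced ADP production, detected by competitive TR-FRET in which signal falls with ADP. Final enzyme 25 nM and ATP 10 uM, reacted 30 min at 37°C.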
EPAC1 agonist = EPAC1 (human) agonism; AID 720707; EPAC1 agonist qHTS, biochemical assay; response scale: 100% = response to 6.5 mM cAMP; O95398; hit rate 0.073% among 360,000; Potency, µM (highest dose often 154 µM), for the others: at the top dose activation, actives largely listed as activators; also: potency is read from the fitted curve at half-maximal effect; nearly all actives have a fitted effect of over 60% in size
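Normalized to 6.5 mM cAMP, activity reflects EPAC1-catalysed release of BODIPY-GDP from Rap1B, followed kinetically over 30 min at 480 nm excitation, 540 nm emission. Reaction contained 100 nM EPAC1, 250 nM Rap1B-BODIPY-GDP, 50 uM GDP.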
CCT modulator = modulators of cytosolic chaperonin (CCT/TRiC) activity; purified chaperonin ATPase assay, HTRF ADP detection, 30 min; activity change, % (no concentration beside the values), hits read low; hit rate 0.3% among 360,000; AID 651819; in the data active = activity change below about -30%; also: % is scaled to controls: 0 for no effect and ±100 for the full control effect
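TRiC (40 or 20 nM final, by batch activity) in 30 mM Tris pH 7.4, 100 mM KCl, 5 mM MgCl2, 1 mM DTT was treated with compound at 76 uM single dose, then 10 uM ATP, 30 min at 37 °C. ADP was read by HTRF Transcreener.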
EPAC1 antagonist = EPAC1 (human) antagonism. O95398. EPAC1 GEF assay, Rap1b-BODIPY-GDP exchange fluorescence. Potency, µM (titrated, usually from 115 µM), inactives show at the highest dose activity change, negative = inhibition, most hits filed as inhibitors. hit rate 0.14% among 360,000;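 also: potency is read from the fitted curve at half-maximal effect; plate controls were vehicle for no effect and positive control for full effect; nearly all actives have a fitted effect of over 50% in size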
WRN helicase inh = blocks human WRN helicase; Potency, µM (highest dose often 114 µM), for the others: at the top dose activity change, negative = inhibition, most hits filed as inhibitors; WRN helicase unwinding, fluorescent forked duplex, kinetic; hit rate 0.46% among 360,000; also: potency is read from the fitted curve at half-maximal effect; % is scaled to controls: 0 for no effect and ±100 for the full control effect; nearly all actives have a fitted effect of over 55% in size
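WRN at 20 nM final was preincubated with compound for 15 min at room temperature; reaction started with 100 nM forked duplex oligonucleotide carrying fluorophore and quencher plus 2 mM ATP (final). Unwinding followed kinetically by red fluorescence (ex 525/em 598 nm).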
* hit, by the source's call; u = inconclusive; x = not tested or not shown; [ ] = dose if it differs, or a comment. Unless noted, calls follow the shape of the dose curve; as a rule, active = well fitted curve in the direction sought with a large enough effect; inconclusive = small, poorly fitted or top-dose-only effect, or another doubt; inactive = no such curve, though single readings can be large; an effect the other way counts as inactive or inconclusive. Only part of the results is shown (hit frequency here may not be typical).

Structure	PLK1 PBD block	EPAC2 antag	PI5P4K alpha inh	MmCpn inh	EPAC1 agonist	CCT modulator	EPAC1 antagonist	WRN helicase inh
COc1ccc(OC)c(CCNC(=O)CCC(=O)N2CCOc3ccc(C)cc32)c1	-2%	2%	-10	2%	-8%	-0.1	7%	1%
CC(Sc1nnnn1C)C(=O)Nc1nc(-c2ccc(F)c(F)c2)cs1 (stereo not given)	-4%	-8%	1	1%	12%	-0.4	-5%	-5%
c1ccc(Nc2ccccn2)nc1	-4%	4%	-1	0%	2%	-2.8	-21%	-1%
COc1ccc(OC(=O)CCCN2C(=O)c3ccccc3C2=O)cc1	-3%	0%	x	-3%	5%	-2.2	-7%	-5%
CCOC(=O)CSc1nc2cc(C(=O)N3CCC(C(N)=O)CC3)ccc2c(=O)n1-c1ccccc1	-1%	-2%	x	0%	-4%	-2.7	4%	-1%
CC1CCCN(CCCOc2ccc([N+](=O)[O-])cc2)C1 (stereo not given)	5%	20%	-4	-1%	-8%	0.0	3%	10%
Cc1ccc(NC(=O)Cc2nc(COC(=O)Cc3cccc(C(F)(F)F)c3)cs2)cc1	-3%	-1%	-12	-10%	-5%	1.8	-25%	-23%
COc1ccc(S(=O)(=O)N2CCN(Cc3ccccc3[N+](=O)[O-])CC2)cc1	-15%	-10%	-4	x	18%	-0.4	-3%	-29%
NC(=O)c1c(NC(=O)c2ccccc2)sc2c1CCC2	u	27%	-51*	-1%	-7%	2.6	6%	-12%
Cc1cccc(NC(=O)c2sc(NC(=O)COc3ccccc3)c(C#N)c2C)c1C	-6%	8%	2	-8%	11%	1.8	-1%	-2%
Cc1ccc(NC(=O)CSc2nc(O)cc(=O)n2-c2ccc(C)cc2)cc1	-8%	-8%	-8	-12%	-12%	-1.4	-19%	-5%
COc1ccc(C(=O)NCC(c2ccco2)N2CCCCC2)cc1S(=O)(=O)Nc1ccc(C)cc1 (stereo not given)	-7%	28%	0	x	4%	-0.6	-12%	6%
Cc1cccc2cc(COC(=O)c3cccs3)c(=O)[nH]c12	u	6%	-9	-7%	1%	1.2	6%	1%
COc1ccc([C@H]2C[C@@H](O)[C@H](n3cc(C4CC4)nn3)CN2C(=O)C2CCCCC2)cc1	-8%	9%	5	x	-11%	-1.4	-20%	-1%
CCc1nn2c(=O)cc(COc3ccc(/C=C4\C(=N)N5N=C(C)SC5=NC4=O)cc3)nc2s1	u	15%	-72*	-10%	1%	1.9	u	u
COc1ccc(/C=C/C(=O)N[C@H](C(=O)O)C(C)C)cc1	-11%	7%	-5	1%	5%	-2.1	15%	1%
Nc1ccc2c(O)cc(S(=O)(=O)O)cc2c1	-27%	3%	-58*	x	-5%	-27	u	u
Cc1ccc(CSCCNS(=O)(=O)c2ccccc2)cc1	u	-20%	2	-1%	8%	-4.0	-26%	-30%
Nc1nnc(CC(=O)N/N=C/c2ccc(-c3ccccc3)o2)s1	-7%	-7%	-4	-1%	13%	-1.9	10%	-9%
Cc1cc(C)nc(Nc2cccc3ccccc23)n1	-9%	6%	5	-5%	18%	-0.5	-5%	-5%
CCOC(=O)CC(NC(=O)CCS(=O)(=O)c1ccc2c(c1)n(C)c(=O)c(=O)n2C)c1ccc(C)cc1 (stereo not given)	-14%	0%	0	-6%	3%	0.2	12%	-1%
O=C(c1ccccc1F)N1CCN(c2ccccc2)CC1	-10%	-1%	x	-1%	8%	-1.9	5%	-6%
Cc1csc(CN(C)C(=O)CC2C(=O)NCCN2Cc2ccc(Cl)c(F)c2)n1 (stereo not given)	-16%	-11%	5	1%	1%	-4.8	-16%	-3%
CCOC(=O)Cc1csc(NC(=O)/C=C\c2ccccc2Cl)n1	-24%	-1%	-3	4%	-9%	-0.3	-9%	-2%
COc1ccc(NC(=O)CNc2cc(C)ccc2C)cc1S(=O)(=O)N1CCOCC1	-3%	4%	4	-1%	11%	-0.5	-24%	-2%
COC(=O)c1c(NC(NC(=O)CC(C)C)C(Cl)(Cl)Cl)sc2c1CCC2 (stereo not given)	-12%	-18%	9	-3%	4%	3.2	-3%	-10%
CN(c1ccc(C(=O)Nc2ccc3c(c2)OCCO3)cc1)S(C)(=O)=O	-12%	-4%	x	2%	8%	2.1	6%	-6%
O=C(C1=C[C@@H](c2ccc(C(F)(F)F)cc2)C[C@@H](OCc2ccc(CO)cc2)O1)N1CCN(Cc2ccccc2)CC1	2%	1%	1	x	-36%[inhibitor]	-1.1	-11%	-9%
CN(C)CCNC(=O)c1ccc(Cl)s1	-2%	3%	x	1%	16%	1.1	-8%	2%
Oc1ccccc1/C=N/Nc1ncc(Br)cn1	0%	1%	-5	1%	4%	1.1	13%	-4%
NCc1ccccc1COc1ccccc1	0%	17%	2	0%	-7%	-0.6	-1%	3%
CC1CCN(C(=O)C2CCC(CNc3c(N4CCCCC4)c(=O)c3=O)CC2)CC1 (stereo not given)	-7%	15%	0	0%	12%	0.6	-5%	2%
CN(c1ccccc1)S(=O)(=O)c1ccc(C(=O)OCC(=O)NCc2cccs2)cc1	-1%	-6%	1	1%	-4%	-3.4	-9%	-5%
COC(=O)COc1cccc2c(=O)n(CC(=O)N3CCCc4ccccc43)ccc12	-17%	3%	-5	-1%	1%	-0.7	5%	6%
O=C(CSCc1c(Cl)cccc1Cl)NCc1ccco1	-11%	-2%	-1	-4%	-1%	2.2	-1%	1%
CC(C)(C)S(=O)N1Cc2cc(=O)n(Cc3ccccc3)c(CCO)c2[C@H]1CCO (stereo not given in full)	-9%	3%	5	x	-13%	1.6	-2%	-16%
CCc1nc2ccccc2c(C(=O)OCC(=O)NC(=O)c2cccn2C)c1C	5%	9%	4	1%	-4%	2.8	-1%	-6%
O=C(N/N=C/C=C/c1cccc([N+](=O)[O-])c1)C(O)c1ccccc1 (stereo not given)	-5%	-5%	-1	3%	1%	-1.3	-17%	-18%
O=C(OCCCc1cc2ccccc2c(=O)o1)c1ccc(F)cc1	-4%	8%	2	0%	3%	0.5	-6%	6%
O=S(=O)(c1ccc(Cl)cc1)c1ccccn1	-6%	-15%	x	0%	6%	-1.8	-11%	-4%
CN(CC(=O)Nc1ccccc1C(F)(F)F)C(=O)c1cccc(-n2cccc2)c1	-6%	1%	u	-2%	0%	0.1	8%	-16%
Cc1coc2cc3oc(=O)c(CCC(=O)NCCCn4ccnc4)c(C)c3cc12	-1%	-5%	-2	-4%	-19%	1.8	16%	12%
CCN(CC)C(NC(=O)Cc1ccccc1)C(Cl)(Cl)Cl (stereo not given)	-15%	0%	x	0%	7%	-0.5	3%	-3%
O=C(COc1nc2ccccc2nc1N1CCOCC1)N1CCc2ccccc21	7%	17%	1	-2%	1%	-2.0	13%	-3%
CCN(CC(=O)Nc1ccccc1C(F)(F)F)C(=O)CN1C(=O)NC2(CCCCC2)C1=O	-5%	2%	-6	0%	4%	1.7	6%	-6%
Cc1cccc2cc(CNC3CCCC3)c(Cl)nc12	-5%	13%	-5	-1%	-10%	-1.4	3%	20%
N/C(=N\O)c1ccc(NC(=O)c2cccs2)cc1	-26%	1%	-1	0%	0%	-0.3	0%	-4%
CCCN1CN(c2ccccc2)C(=S)N(c2ccccc2)C1	-4%	0%	9	0%	10%	1.8	7%	-6%
COc1ccc(Cc2c(-c3ccc(OC)c(OC)c3)nc3ccc(C)cn23)c(C)c1	-2%	-17%	1	x	24%	-1.2	-10%	-5%
COC(=O)c1c(C)[nH]c(C(=O)C(C)OC(=O)c2c(C)noc2C)c1C (stereo not given)	-6%	-19%	7	-3%	-2%	1.6	-6%	-10%
O=C(NCCCCc1ccccc1)C1CC(c2cccc(F)c2)=NO1 (stereo not given)	-6%	-7%	3	1%	-2%	-34*	-1%	-3%
CCc1c(C)[nH]n(CCC#N)c1=O	-7%	14%	x	0%	7%	-0.1	15%	6%
Cc1cccc(C)c1NC(=O)CN(c1c(C)cccc1C)S(C)(=O)=O	-4%	6%	-4	x	17%	-0.1	14%	-2%
O=c1c(-c2ccccc2)nnc2sc(COc3ccc(Br)cc3)nn12	-10%	-22%	5	-1%	9%	-0.2	-2%	2%[57.1 µM]
CCSCCCn1[nH]c2ccccc2c1=O	1%	4%	0	x	-6%	0.2	11%	3%
CCC1Oc2ccc(C)cc2N(CC(=O)NCCCN2CCCC2)C1=O (stereo not given)	-6%	-4%	9	2%	0%	2.0	-25%	-21%
Cc1ccc(S(=O)(=O)NCCC(=O)NCc2ccco2)cc1	6%	5%	-5	-1%	7%	-0.1	-2%	-2%
OC1CCN(c2ncnc3c2nnn3Cc2c(F)cccc2Cl)CC1	-1%	-4%	1	-2%	0%	-8.8	-24%	-4%
O=C(CCCn1c(=O)[nH]c2cc(Cl)ccc2c1=O)NCC1CCCO1 (stereo not given)	-10%	1%	-9	2%	14%	0.1	-15%	-32%
Cc1ccc(N2C(=O)C3C4C=CC(C4)C3C2=O)cc1C (stereo not given)	4%	-4%	x	1%	8%	-2.4	4%	-3%

Compound profiles, from the list above. Values in the order: PLK1 PBD block | EPAC2 antag | PI5P4K alpha inh | MmCpn inh | EPAC1 agonist | CCT modulator | EPAC1 antagonist | WRN helicase inh
`O=C(NCCCCc1ccccc1)C1CC(c2cccc(F)c2)=NO1` (stereo not given) as listed: -6% | -7% | 3 | 1% | -2% | -34* | -1% | -3%
`Cc1ccc(S(=O)(=O)NCCC(=O)NCc2ccco2)cc1` as listed: 6% | 5% | -5 | -1% | 7% | -0.1 | -2% | -2%

The list continues.
Structure	PLK1 PBD block	EPAC2 antag	PI5P4K alpha inh	MmCpn inh	EPAC1 agonist	CCT modulator	EPAC1 antagonist	WRN helicase inh
CCCn1c(N)c(N(CCOC)C(=O)COC(=O)COc2c(C)cc(C)cc2C)c(=O)[nH]c1=O	-8%	-8%	2	x	7%	-1.0	1%	9%
CCOC(=O)Cn1c(CN(Cc2ccccc2)Cc2ccccc2)nc2c1c(=O)n(C)c(=O)n2C	0%	-7%	-1	1%	3%	-0.7	-11%	-19%
Cc1ccc(CN2CCN(/N=C/c3ccc(C(=O)O)cc3)CC2)c(C)c1	-10%	0%	4	-2%	-2%	0.2	-13%	-14%
O=c1[nH]c(C2CCN(S(=O)(=O)c3ccc4c(c3)OCCO4)CC2)nc2c1nnn2Cc1ccc(F)cc1	-9%	2%	-6	-2%	-1%	1.1	-9%	13%
O=C(CSc1nnc(Cc2ccccc2)n1-c1ccccc1)NNC(=O)Cc1ccccc1	-4%	9%	x	1%	-5%	1.0	11%	-3%
